Source: PubChem (several laboratories)
PP1 inh: PP1-alpha phosphatase inhibitors, primary screen, counter-screen for PP5 inhibitor project, biochemical, fluorescence, OMFP substrate, single point. inhibition, % at 6.7 µM. actives 0.9% (n = 320,000). Serine/threonine-protein phosphatase PP1-alpha catalytic subunit (Homo sapiens), P62136. purified PP1alpha;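 active = inhibition above the mean inhibition of all tested compounds plus 3 SD, computed separately for each screening campaign, cut at about 15% in these data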
Target sequence (P62136 whole entry, looked up): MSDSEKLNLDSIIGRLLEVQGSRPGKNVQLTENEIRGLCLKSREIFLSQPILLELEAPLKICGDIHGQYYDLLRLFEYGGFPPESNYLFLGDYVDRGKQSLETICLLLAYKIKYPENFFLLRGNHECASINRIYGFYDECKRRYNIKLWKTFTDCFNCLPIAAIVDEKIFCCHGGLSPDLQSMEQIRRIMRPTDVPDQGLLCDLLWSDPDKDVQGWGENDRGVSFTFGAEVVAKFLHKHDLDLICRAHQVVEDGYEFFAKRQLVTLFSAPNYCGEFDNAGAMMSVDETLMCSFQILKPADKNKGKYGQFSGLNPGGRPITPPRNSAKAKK
HCV core dimer: inhibitors of HCV core protein dimerization, primary screen, biochemical, TR-FRET, high-throughput. TR-FRET GST/Flag-core106 dimerization, 1536-well. inhibition, % at 5 µM. actives 0.33% (n = 300,000). AID 1899, 2009;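 active = inhibition above the mean of all tested compounds plus 3 SD, set per screening campaign, cut at about 45% in these data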
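assay system = GST-tagged and Flag-tagged HCV core protein residues 1-106 | controls = unlabelled core106 and no-GST-core106 wells | incubation = compound-protein-antibody incubation 4 h at 22.5 °C | probe or stimulus = Eu donor and XL665 acceptor anti-tag antibodies | read-out = % inhibition based on acceptor/donor emission ratio | signal = TR-FRET 671 and 617 nm emission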
EBNA-1 inh: EBNA-1 DNA-binding inhibitors, primary screen, biochemical, fluorescence polarization. AID 1950, 2009. inhibition, % at 14.8 µM. actives 0.34% (n = 300,000); in the data active = inhibition above about 28%
PP5 primary: PP5 phosphatase inhibitors, primary screen, biochemical, fluorescence; Serine/threonine-protein phosphatase 5 (Homo sapiens), P53041; purified PP5c, OMFP substrate fluorescence; AID 1987, 2009; actives 0.18% (n = 320,000); inhibition, % at 6.7 µM;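 active = inhibition above the campaign's mean inhibition across all tested compounds plus 3 SD, cut at about 9.5% in these data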;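 also: 0% = DMSO only and 100% = 100 µM cantharidin control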
Yeast superoxide: reduction of superoxide in aged yeast, primary screen, HTS | actives 0.18% (n = 330,000) | S. cerevisiae aged cells, superoxide DHE fluorescence; hits give low values | superoxide response (% of plate mean), % at 10 µM;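 active = superoxide response under a set limit, about three screen SD below normal, cut at about 65% in these data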;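 also: yeast aged for seven days with compound at 30 °C before DHE staining; 100% = average MFI of all compound-treated wells on the plate with controls excluded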
ZTA counter: ZTA (EBV) inhibition in EBNA-1 counter-screen; P03206; ZTA-DNA binding, fluorescence polarization; inhibition, % at 11 µM; actives 0.15% (n = 320,000); AID 2234; in the data active = inhibition above about 33%
Target sequence (P03206 whole entry, looked up): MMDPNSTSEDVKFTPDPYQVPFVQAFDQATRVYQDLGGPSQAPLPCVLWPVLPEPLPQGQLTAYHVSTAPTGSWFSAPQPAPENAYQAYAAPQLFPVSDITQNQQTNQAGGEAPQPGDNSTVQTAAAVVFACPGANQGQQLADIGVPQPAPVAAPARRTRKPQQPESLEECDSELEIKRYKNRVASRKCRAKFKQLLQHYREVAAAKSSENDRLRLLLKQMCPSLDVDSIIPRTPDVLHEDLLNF
TPT1 inhibitor: Candida albicans TPT1 enzyme inhibitors, primary screen, biochemical, fluorescence polarization; actives 0.81% (n = 300,000); inhibition, % at 5 µM; recombinant caTPT1, FP RNA substrate dephosphorylation; tRNA 2'-phosphotransferase TPT1 (Candida albicans SC5314);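 active = inhibition above the mean of all tested compounds plus 3 SD, set per screening campaign, cut at about 24% in these data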;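 also: plate controls were DMSO alone for no effect and ferristatin control at 100 nM for full effect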
CTSL1 counter: Fasciola hepatica cathepsin L1 inhibitors, primary screen, counter-screen for PFM18AAP inhibitor project, biochemical, QFRET, fluorogenic peptide substrate | inhibition, % at 5.96 µM | recombinant F. hepatica cathepsin L1, Z-Leu-Arg-MCA fluorescence | actives 0.49% (n = 300,000);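 active = inhibition above the mean of all tested compounds plus 3 SD, set per screening campaign, cut at about 17% in these data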;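 also: 0% = plate median of test compound wells and 100% = 1 µM Z-Phe-Ala-diazomethylketone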
JMJD2C inh: inhibitors of GASC-1 histone demethylase, primary screen, biochemical, fluorescence, DELFIA europium; Lysine-specific demethylase 4C (Homo sapiens), Q9H3R0; AID 2099, 2009; inhibition, % at 2.35 µM; GST-JMJD2C(1-420) H3K9me3 demethylation; actives 0.069% (n = 330,000);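 active = more than half of a compound's replicate wells show inhibition beyond 50%, single wells judged on their own value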;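 also: signal counts dimethyl H3K9 product captured on neutravidin plate; 0% = median of DMSO wells and 100% = 0.3 times that DMSO median; strong numbers were not always called active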
Target sequence (Q9H3R0 1-420 limits assumed): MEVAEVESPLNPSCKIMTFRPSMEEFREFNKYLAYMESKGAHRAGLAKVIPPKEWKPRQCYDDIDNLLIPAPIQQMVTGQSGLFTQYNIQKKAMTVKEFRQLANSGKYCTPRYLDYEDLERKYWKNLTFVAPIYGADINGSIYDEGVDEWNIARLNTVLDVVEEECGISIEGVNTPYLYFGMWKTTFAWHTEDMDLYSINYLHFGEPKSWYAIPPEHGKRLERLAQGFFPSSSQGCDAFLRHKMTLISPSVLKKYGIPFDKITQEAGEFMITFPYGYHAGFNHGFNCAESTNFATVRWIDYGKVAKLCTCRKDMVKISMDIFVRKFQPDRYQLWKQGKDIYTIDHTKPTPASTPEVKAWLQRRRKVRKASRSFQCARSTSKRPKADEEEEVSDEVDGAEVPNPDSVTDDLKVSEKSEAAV
* = called active by the depositor; . = no result given; & = joins results of further samples.

The opening three entries as a preview:
Screens by letter – A = PP1 inh; B = HCV core dimer; C = EBNA-1 inh; D = PP5 primary; E = Yeast superoxide; F = ZTA counter; G = TPT1 inhibitor; H = CTSL1 counter; I = JMJD2C inh
1	Cc1ccc(CCS(=O)(=O)c2ccc(C(C)(C)C)cc2)cn1
  A: -3	B: 1	C: -5	D: 0.8	E: 106	F: 7	G: 2	H: 2	I: 1
2	CC(C)(C)C(=O)O/N=C(\N)Cc1ccc(-c2csnn2)cc1
  A: 0	B: -1	C: -2	D: -2.0	E: 96	F: 0	G: -6	H: 3	I: 3
3	CCCCn1c(N)c(N(CCOC)C(=O)c2c(C)noc2C)c(=O)[nH]c1=O
  A: -8	B: -2	C: -1	D: 1.6	E: 100	F: 6	G: -2	H: -1	I: -25

The list itself, previewed entries included:
Screens by letter – A = PP1 inh; B = HCV core dimer; C = EBNA-1 inh; D = PP5 primary; E = Yeast superoxide; F = ZTA counter; G = TPT1 inhibitor; H = CTSL1 counter; I = JMJD2C inh
1	Cc1ccc(CCS(=O)(=O)c2ccc(C(C)(C)C)cc2)cn1
  A: -3	B: 1	C: -5	D: 0.8	E: 106	F: 7	G: 2	H: 2	I: 1
2	CC(C)(C)C(=O)O/N=C(\N)Cc1ccc(-c2csnn2)cc1
  A: 0	B: -1	C: -2	D: -2.0	E: 96	F: 0	G: -6	H: 3	I: 3
3	CCCCn1c(N)c(N(CCOC)C(=O)c2c(C)noc2C)c(=O)[nH]c1=O
  A: -8	B: -2	C: -1	D: 1.6	E: 100	F: 6	G: -2	H: -1	I: -25
4	O=C(NCc1cccnc1)C1CCN(C(=O)c2ccc(Cl)cc2Cl)CC1
  A: 0	B: -4	C: -9	D: -0.8	E: 103	F: 4	G: -2	H: 3	I: -1
5	COc1ccc(C(=O)COC(=O)Cn2[nH]c(=O)c3ccccc3c2=O)c(OC)c1
  A: 0	B: 1	C: -6	D: 3.1	E: 94	F: -4	G: 0	H: -22	I: 0
6	COc1ccc(C)cc1N(C(=O)c1ccco1)C(C(=O)NC1CCCC1)c1ccc(N2CCOCC2)cc1 (configuration not stated)
  A: -2	B: -9	C: -10	D: -4.4	E: 103	F: 2	G: -2	H: 6	I: -22
7	COc1ccc(NC(=S)N(CCCN2CCOCC2)Cc2ccco2)cc1
  A: 3	B: -2	C: -7	D: -0.6	E: 97	F: -15	G: 0	H: 2	I: 3
8	COc1ccc(CNc2nc(SCc3cc(=O)n4cc(Cl)ccc4n3)nc3ccccc23)cc1
  A: -9	B: 8	C: -6	D: 3.0	E: 119	F: -9	G: 2	H: -5	I: 8
9	CN(C(=S)NC(=O)/C=C/c1ccc(F)cc1)C1CCCCC1
  A: 0	B: 2	C: -10	D: 3.7	E: 109	F: -5	G: -1	H: -1	I: -1
10	CNC(=O)COC(=O)c1ccccc1NC(=O)c1ccco1
  A: 1	B: 4	C: -12	D: -1.6	E: 119	F: -15	G: 0	H: -19	I: -10
11	O=C(O)c1cc(Cl)c(Cl)cc1C(=O)N1CCOCC1
  A: -5	B: 0	C: 0	D: 2.9	E: 110	F: -10	G: 0	H: -5	I: 9
12	Cc1ccc(NS(=O)(=O)c2ccc(C(=O)NCCCN3CCCC3=O)cc2)cc1C
  A: 5	B: 0	C: 2	D: -3.3	E: 99	F: -2	G: 3	H: -1	I: 2
13	O=C(O)CCn1c(SCCc2ccccc2)nc2ccccc21
  A: 9	B: -12	C: 2	D: -1.1	E: 88	F: 4	G: -2	H: -2	I: 2
14	COc1cc2c3c(c1)C(C)CC(C)(C)N3C(=O)C2=O (configuration not stated)
  A: 0	B: -1	C: 0	D: 2.3	E: 115	F: -9	G: -1	H: 6	I: -10
15	O=C1Cc2ccccc2Sc2cc(OCCCN3CCCCC3)ccc21
  A: -4	B: -23	C: 5	D: -0.7	E: 93	F: 0	G: 1	H: 7	I: 6

Part of the list above, reduced to CTSL1 counter, PP1 inh and ZTA counter:
| entry | Structure | CTSL1 counter | PP1 inh | ZTA counter |
| --- | --- | --- | --- | --- |
| 1 | Cc1ccc(CCS(=O)(=O)c2ccc(C(C)(C)C)cc2)cn1 | 2 | -3 | 7 |
| 2 | CC(C)(C)C(=O)O/N=C(\N)Cc1ccc(-c2csnn2)cc1 | 3 | 0 | 0 |
| 3 | CCCCn1c(N)c(N(CCOC)C(=O)c2c(C)noc2C)c(=O)[nH]c1=O | -1 | -8 | 6 |
| 4 | O=C(NCc1cccnc1)C1CCN(C(=O)c2ccc(Cl)cc2Cl)CC1 | 3 | 0 | 4 |

(further entries)
Screens by letter – A = PP1 inh; B = HCV core dimer; C = EBNA-1 inh; D = PP5 primary; E = Yeast superoxide; F = ZTA counter; G = TPT1 inhibitor; H = CTSL1 counter; I = JMJD2C inh
16	O=C(Nc1cccc(C(F)(F)F)c1)c1cccnc1N1CCOCC1
  A: -1	B: -9	C: 1	D: 1.3	E: 99	F: -24	G: -2	H: -1	I: 5
17	NC(=S)N=Nc1c(O)n(Cc2ccc(Br)cc2)c2ccccc12
  A: 6	B: 11	C: 3	D: 3.0	E: 106	F: 4	G: -1	H: 3	I: 10
18	Fc1ccc(CN2CCSCC2)cc1F
  A: 0	B: -7	C: 10	D: 0.7	E: 101	F: 8	G: 0	H: 1	I: 2
19	O=C1COc2ccc(S(=O)(=O)Nc3ccc(F)cc3)cc2N1
  A: -2	B: -12	C: 2	D: 3.5	E: 103	F: -9	G: -3	H: -3	I: -7
20	COC(=O)c1ccc(COc2ccc(C)c(C)c2)o1
  A: 6	B: -4	C: -14	D: 2.3	E: 107	F: -8	G: 1	H: -1	I: 143
21	CCOC(=O)Cc1csc(NC(=O)Cc2ccccc2)n1
  A: 7	B: -1	C: 0	D: 1.0	E: 104	F: -10	G: -2	H: 5	I: -5
22	OC1(c2ccc3ccccc3c2)CCN(Cc2ccccc2)C1 (configuration not stated)
  A: 1	B: -2	C: -3	D: 0.7	E: 94	F: -1	G: 0	H: -6	I: 18
23	COc1ccc(C2CCCN2C(=O)Nc2ccccc2)cc1OC (configuration not stated)
  A: -3	B: -7	C: 2	D: -0.2	E: 101	F: -5	G: 5	H: 0	I: -8
24	Cc1cccc(NC(=O)C(C)n2cc([N+](=O)[O-])cn2)n1 (configuration not stated)
  A: -1	B: -1	C: -4	D: -1.4	E: 91	F: -8	G: 4	H: -3	I: 18
25	CN(C)c1ccc(CNS(=O)(=O)c2ccc3c(c2)NC(=O)CS3)cc1
  A: -4	B: -11	C: -6	D: -3.8	E: 115	F: 4	G: -2	H: 0	I: -3
26	COc1cc(N/N=C(\C)c2ccc(O)c(C)c2)nc(-c2ccccc2)n1
  A: 2	B: -1	C: -17	D: 4.9	E: 108	F: -16	G: -5	H: -4	I: 1
27	CC1=C(C(=O)Nc2cccc(C(=O)N3CCC(C(N)=O)CC3)c2)SCCO1
  A: 1	B: -13	C: -11	D: -0.9	E: 103	F: -27	G: -5	H: -1	I: -4
28	COc1cccc(C(=O)N2CCN(Cc3ccccc3C(F)(F)F)CC2)c1
  A: 1	B: 4	C: 5	D: 4.2	E: 75	F: 6	G: -2	H: 3	I: 0
29	COc1ccc(Cl)cc1S(=O)(=O)Nc1cccc(C(=O)O)c1
  A: 10	B: 0	C: 2	D: -3.6	E: 127	F: 1	G: 0	H: 0	I: -7
30	O=C(CC(Nc1ccc(F)cc1)C(=O)OCC(=O)c1cccs1)c1ccccc1 (configuration not stated)
  A: 2	B: 7	C: 5	D: 3.1	E: 87	F: -1	G: 3	H: -1	I: -3
31	Cc1cccc(CCN2CCN=C2Nc2ccccc2)c1
  A: -2	B: -8	C: -4	D: 3.4	E: 103	F: 0	G: 1	H: -3	I: 5
32	Cc1ccc(NCc2nnc(SCC(=O)Nc3ccccc3)n2CC2CCCO2)c(C)c1 (configuration not stated)
  A: -2	B: 1	C: -12	D: 2.3	E: 109	F: -6	G: 1	H: 8	I: 30&0
33	CN(C[C@H](Cc1ccccc1)N(C[C@H](Cc1ccccc1)N(CCc1cc(C(F)(F)F)cc(C(F)(F)F)c1)N=O)N=O)N=O
  A: 7	B: 1	C: -17	D: 5.1	E: .	F: -6	G: 1	H: 5	I: 23
34	CC1(C)OC(=O)C(=NNc2ccccc2[N+](=O)[O-])C(=O)O1
  A: -4	B: -2	C: -15	D: -3.0	E: 110	F: -10	G: 2	H: -3	I: -7
35	COc1ccc(CNC(C)C23CC4CC(CC(C4)C2)C3)c(OC)c1OC (configuration not stated)
  A: -2	B: -5	C: -13	D: -0.3	E: 91	F: -3	G: -1	H: 3	I: -39
36	COc1ccc(NC(=O)c2ccc(OC)cc2)cc1
  A: -3	B: 4	C: 4	D: 1.0	E: 105	F: 6	G: -3	H: 1	I: 2
37	O=S(=O)(NC1CC1)c1ccc(S(=O)(=O)N(Cc2ccccn2)C2CCCC2)cc1
  A: -1	B: 1	C: -9	D: 0.3	E: 84	F: 9	G: 5	H: 0	I: 1
38	Cc1cc(C)c(OCC(O)CN2CCN(C(=O)c3ccccc3)CC2)c(C)c1 (configuration not stated)
  A: -6	B: 7	C: -4	D: 0.6	E: 99	F: 2	G: -4	H: -2	I: 6
39	CN(C)S(=O)(=O)c1cc(NC(=O)COC(=O)CCSc2ccc(Cl)cc2)ccc1Cl
  A: 1	B: 1	C: -11	D: 3.2	E: 106	F: -24	G: -3	H: -10	I: 1
40	Cn1c(CNC(=O)c2ccco2)nnc1SCC(=O)c1ccc(Br)cc1
  A: -1	B: -4	C: -17	D: 4.2	E: 124	F: -13	G: 4	H: 3	I: 18
41	COc1ccc(-n2nc([N+](=O)[O-])c(=NCCCN3CCCC3=O)n2O)cc1
  A: 3	B: -3	C: -6	D: 0.9	E: 92	F: -11	G: -3	H: 3	I: -11
42	Cc1cc(NC(=O)CSc2sc3c(O)cc(=O)[nH]c3c2C#N)ccc1Br
  A: 9	B: -38	C: -4	D: -2.2	E: 109	F: -8	G: 6	H: 5	I: -11
43	O=C1[C@H]2[C@@H](c3ccc(F)cc3)N3C(=O)N(c4cccc(Cl)c4)C(=O)[C@@]3(Cc3ccc(Cl)cc3)[C@H]2C(=O)N1C1CCCCC1
  A: 2	B: 4	C: 4	D: 4.8	E: 96	F: -22	G: -6	H: 1	I: 8
44	O=C(CN1C(=O)C2CCCCN2C(=O)c2ccccc21)N1CCCc2ccccc21 (configuration not stated)
  A: -1	B: 9	C: 6	D: 3.0	E: 109	F: 1	G: -1	H: -2	I: 4
45	Cc1ccc(NC(=O)CSc2nc3c(c(=O)[nH]2)CCC3)cc1C
  A: 2	B: 3	C: 7	D: 0.8	E: 110	F: 3	G: -2	H: 2	I: 2
46	COc1ccccc1CNC(=O)Cn1c(=O)c2cccn2c2cccnc21
  A: -2	B: 5	C: -7	D: 0.8	E: 99	F: 1	G: 2	H: 4	I: -6
